# Assay outcomes deposited in PubChem by National Center for Advancing Translational Sciences (NCATS).
# Tau fil binding – qHTS Assay for Tau Filament Binding. recombinant tau filaments, thioflavin S fluorescence, 15 h; filaments grown with octadecylsulfate alongside compound. Potency, µM (titrated, usually from 57.1 µM), without a hit: at the top dose activity change, negative = inhibition. 71,000 tested, 2% active. Microtubule-associated protein tau (Homo sapiens), P10636;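 further: potency means the concentration at half of the fitted maximal effect; on the % scale 0 is the no-effect control and ±100 the full control effect; actives lower thioflavin S fluorescence by blocking filaments or displacing dye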
#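 His-tagged recombinant human tau (exons 2, 3 and 10 included), 1 uM, was induced to fibrillize by 30 uM sodium octadecylsulfate with compound present. After 15 h at 37 C, thioflavine S fluorescence (ex 450, em 510 nm) was read.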
# CRE-bla Fsk – Cell signaling CRE-BLA (Fsk stim); 71,000 tested, 2.5% active; CHO CRE-bla reporter (cAMP response element driving beta-lactamase), forskolin EC10, beta-lactamase ratio; AID 662, 2007; Potency, µM (doses to about 38.2 µM), inactives show top-dose activity change, negative = inhibition, hits mostly activators; active means well fitted activation curve with a large enough effect in the signal ratio, with a control signal flat, not every such curve was filed as active; inconclusive means small, poorly fitted or top-dose-only effect, or effect the other way, or a change in a side signal; the % refers to the signal ratio; further: potency means the concentration at half of the fitted maximal effect; % of control where 0% means no effect
#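 Cells were plated overnight at 37 °C, exposed to compound titrations plus EC10 NKH 477 for 3 h, then given CCF4 dye for 2 h at room temperature. Blue/green (460/530 nm) ratio was converted to %Activity and AC50 values calculated.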
# ALOX15 inhib – qHTS Assay for Inhibitors of 15-hLO (15-human lipoxygenase); purified 15hLO-1, xylenol orange hydroperoxide absorbance; Potency, µM (top dose mostly 57.1 µM), for inactives: at the highest dose activity change, negative = inhibition, actives largely listed as inhibitors; 74,000 tested, 1.4% active; AID 887, 2007; further: potency means the concentration at half of the fitted maximal effect; on the % scale 0 is the no-effect control and ±100 the full control effect; nearly all actives have a fitted effect of over 55% in size
# Target sequence (P16050 whole entry, looked up): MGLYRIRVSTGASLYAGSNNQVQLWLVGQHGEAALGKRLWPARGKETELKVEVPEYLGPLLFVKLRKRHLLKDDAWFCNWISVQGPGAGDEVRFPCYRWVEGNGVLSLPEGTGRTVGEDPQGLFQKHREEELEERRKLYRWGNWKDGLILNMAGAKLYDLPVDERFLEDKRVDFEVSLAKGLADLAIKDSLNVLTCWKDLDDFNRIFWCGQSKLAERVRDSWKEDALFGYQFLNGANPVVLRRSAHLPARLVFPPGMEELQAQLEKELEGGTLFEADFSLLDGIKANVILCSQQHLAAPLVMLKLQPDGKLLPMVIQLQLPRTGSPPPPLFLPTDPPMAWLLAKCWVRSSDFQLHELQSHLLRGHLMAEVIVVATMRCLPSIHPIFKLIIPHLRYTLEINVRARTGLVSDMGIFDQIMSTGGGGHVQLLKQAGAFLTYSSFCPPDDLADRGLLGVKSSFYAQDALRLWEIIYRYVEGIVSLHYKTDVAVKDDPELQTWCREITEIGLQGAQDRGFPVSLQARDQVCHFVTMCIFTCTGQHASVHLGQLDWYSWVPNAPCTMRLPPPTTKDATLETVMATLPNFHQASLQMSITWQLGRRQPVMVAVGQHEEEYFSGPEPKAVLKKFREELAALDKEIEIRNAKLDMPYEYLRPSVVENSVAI
#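 Inhibition is scored from a chromogenic endpoint. After 15 min enzyme-compound contact, arachidonic acid (50 uM final) reacts 6 min with 40 nM 15hLO-1 at room temperature, then Fe-XO reagent is added for 30 min and absorbance ratio recorded.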
# Pol III holo inh – qHTS Assay for Inhibitors of DNA Polymerase III Holoenzyme System | 71,000 tested, 0.25% active | AID 603, 2007 | Potency, µM (doses to about 57.1 µM), for inactives: top-dose activity change, negative = inhibition | reconstituted DNA polymerase III holoenzyme replication, biochemical; further: potency means the concentration at half of the fitted maximal effect; on the % scale 0 is the no-effect control and ±100 the full control effect
#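 Reconstituted *E. coli* holoenzyme (0.35 nM Pol III, 1 nM beta, 154 nM SSB, 2 nM primase) was preincubated with compound for 15 min at RT. Synthesis on 1.4 nM ssM13Gori ran 35 min, then was stopped with PicoGreen/EDTA and read as dsDNA fluorescence.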
# GFP derepression – qHTS Assay for Epigenetic Modulators | mouse C127i GFP locus derepression, cytometry, 30 h | 68,000 tested, 0.09% active | AID 597, 2007 | Potency, µM (top dose mostly 46.1 µM), for inactives: at the top dose GFP derepression (activation); further: % of control where 0% means no effect
#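 Murine C127i mammary cells carrying a silenced, stably integrated CMV-driven GFP reporter were treated with compound for 30 hours at 37 C. After PBS washes, GFP-positive cells were counted by laser-scanning microplate cytometry.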
# HBB splice mod – qHTS Assay for Modulators of Hemoglobin Beta Chain Splicing; HBB splicing reporter cell assay, activation; EGFP reporter with mutant IVS2-654 intron; response scale: normalised to 500 nM splice-correcting PNA; Potency, µM (titrated, usually from 46.1 µM), inactives show at the top dose activation, actives largely listed as activators; 65,000 tested, 0.06% active; further: potency means the concentration at half of the fitted maximal effect; 0% is about no effect
#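 HeLa cells stably expressing EGFP interrupted by mutant beta-globin intron 2 (IVS2-654), 500/well in 2% FCS. Treated with compound for 2 days at 37C. Splicing correction scored as total well GFP intensity (488 nm excitation, 500-520 nm emission); 500 nM antisense PNA served as control.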
# FLuc inh – qHTS Assay for Inhibitors of Firefly Luciferase; 72,000 tested, 2.2% active; Potency, µM (doses to about 57.1 µM), for inactives: top-dose activity change, negative = inhibition, hits mostly inhibitors; purified firefly luciferase, luminescence, 8 min; Luciferin 4-monooxygenase (Photinus pyralis), P08659; further: potency means the concentration at half of the fitted maximal effect; on the % scale 0 is the no-effect control and ±100 the full control effect; nearly all actives have a fitted effect of over 40% in size
#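 Firefly luciferase (PKLight detection mix) with 10 uM ATP in pH 7.2 imidazole buffer (KCl, MgCl2, Tween 20, BSA). Compounds tested across a concentration series (qHTS). Luminescence read after 8 min at ambient temperature.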
# HADH2 inhib – qHTS Assay for Inhibitors of HADH2 (Hydroxyacyl-Coenzyme A Dehydrogenase, Type II). recombinant HADH2, NADH fluorescence, beta-hydroxybutyryl-CoA. Potency, µM (top dose mostly 57.1 µM), inactives show top-dose activity change, negative = inhibition, usual class: inhibitors. 73,000 tested, 3.4% active. AID 886, 2007; further: potency means the concentration at half of the fitted maximal effect; on the % scale 0 is the no-effect control and ±100 the full control effect; nearly all actives have a fitted effect of over 60% in size; many of its hits are not listed in these tables
# Target sequence (Q99714 whole entry, looked up, one chain of several): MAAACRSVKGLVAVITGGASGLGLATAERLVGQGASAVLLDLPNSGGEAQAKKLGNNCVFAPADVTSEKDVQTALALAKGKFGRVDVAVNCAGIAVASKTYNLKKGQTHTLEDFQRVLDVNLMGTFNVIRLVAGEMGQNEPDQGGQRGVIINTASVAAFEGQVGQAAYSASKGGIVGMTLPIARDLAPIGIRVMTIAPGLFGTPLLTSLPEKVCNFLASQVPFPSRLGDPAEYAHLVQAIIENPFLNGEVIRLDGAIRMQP
#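 Read-out: 360 nm excitation, 450 nm emission, kinetic over 4 min. Conditions: His-tagged human HADH2 20 nM, pH 9.0 Tris with Tween-20, 1 mM NAD+, 90 uM beta-hydroxybutyryl-CoA.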
# Hsp90 Hop PPI – qHTS Assay for Disrupters of an Hsp90 Co-Chaperone Interaction. AlphaScreen TPR2A-His6 binding biotin-Hsp90 C-terminal peptide. Potency, µM (titrated, usually from 57 µM), without a hit: top-dose activity change, negative = inhibition. 71,000 tested, 0.44% active. AID 595, 2007; active means well fitted curve in either direction with a large enough effect; inconclusive means small, poorly fitted or top-dose-only effect, or another doubt; further: potency means the concentration at half of the fitted maximal effect; on the % scale 0 is the no-effect control and ±100 the full control effect; many of its hits are not listed in these tables
# ERK AVP block – qHTS Assay for Inhibitors of the ERK Signaling Pathway using a Homogeneous Screening Assay | HEK293-V1b, vasopressin-stimulated pERK AlphaScreen | Potency, µM (top dose mostly 57.5 µM), for inactives: top-dose activity, negative = inhibition, hits mostly inhibitors | 72,000 tested, 0.99% active | AID 995, 2007; further: potency means the concentration at half of the fitted maximal effect; on the % scale 0 is the no-effect control and ±100 the full control effect; nearly all actives have a fitted effect of over 55% in size
#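 Phosphorylated ERK1/2 detected via AlphaScreen bead proximity in lysates of V1b-expressing HEK293 cells given 25 nM vasopressin for 5 min after 30 min compound exposure (37 °C). AC50 from Hill equation; basal DMSO 0%, vasopressin 100%.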
# Ub-GFP proteasome – Ubiquitin-GFP Assay. Ubiquitin-GFP reporter cells, proteasome inhibition, GFP fluorescence; response scale: untreated = 0%, 10 µM MG-132 = 100%. AID 526, 2006. Potency, µM (doses to about 45.9 µM), for the others: at the highest dose activation (GFP accumulation), actives largely listed as activators. 67,000 tested, under 10 active; active means well fitted activation curve with a large enough effect, not every such curve was filed as active; inconclusive means small, poorly fitted or top-dose-only effect, or another doubt; inactive means no such curve, though single readings can be large or run the other way; further: potency means the concentration at half of the fitted maximal effect
#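 U2OS cells expressing ubiquitin(G76V)-GFP, seeded overnight in 0.5% FBS medium, then treated 4 hr at 37 C across 46 uM to 2.9 nM. GFP-positive cells counted by laser cytometry (488 ex/515 em); %activity scaled between basal and 10 uM MG-132.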
# * hit, by the source's call; ? = inconclusive; · = no result given; [ ] = remark or other dose. Unless noted, the call rests on the fitted dose curve; in most records, active means well fitted curve in the direction sought with a large enough effect; inconclusive means small, poorly fitted or top-dose-only effect, or another doubt; inactive means no such curve, though single readings can be large; an effect the other way counts as inactive or inconclusive.
SMILES,Tau fil binding,CRE-bla Fsk,ALOX15 inhib,Pol III holo inh,GFP derepression,HBB splice mod,FLuc inh,HADH2 inhib,Hsp90 Hop PPI,ERK AVP block,Ub-GFP proteasome
COCCNC(=O)C1(CC(C)C)C=CCN1C(=O)c1ccccc1 (centres undefined),-9%,-3%,-6%,-4%,·,1.2%,·,7%,4%,4%,·
COc1ccccc1CN(CC(=O)NCc1ccco1)C(=O)CNS(=O)(=O)c1ccc(C)cc1,5%,-13%,-2%,4%,-3%,·,0%,-2%,-3%,-12%,5%
Cc1ccc(-c2csc(NC(=O)c3cccc(N4C(=O)CCC4=O)c3)n2)o1,3%,-3%,?,-4%,·,-0.1%,?,-4%,-5%,·,-11%
O=C(NC1CCCCCC1)C1CCN(S(=O)(=O)c2cccc3cccnc23)CC1,6%,-11%,6%,1%,-2%,0.6%,2%,3%,-4%,-18%,-5%
Cc1ccc(C)c(Cn2c(=O)c3c(nc4n3CCN4Cc3ccco3)n(C)c2=O)c1,8%,?,-4%,0%,7%,7.2%[0.369 µM],1%,9%,-8%,?,6%
NC(=O)Nn1c(CCC(=O)O)ccc1-c1ccc(Br)cc1,12%,-2%,-6%,-4%,4%,-0.2%,-1%,-15%,-6%,-19%,-3%
CC(C)c1ccc(OCc2nc(-c3ccccn3)no2)c(Br)c1,42%,29%,0%,2%,0%,-2.0%[57.5 µM],16µM*,13%,9%,-10%,-1%
CCOC(=O)C1CCN(C(=O)CN(c2ccc(OC)cc2)S(=O)(=O)c2c(C)nn(C)c2C)CC1,-13%,3%,4%,-6%,0%,-0.4%,2%,0%,0%,-18%,7%
O=C(NCCCN1CCOCC1)c1cc(-c2ccc3c(c2)OCO3)nc2ccccc12,-6%,5%,?,-12%,·,-1.3%,-17%,-4%,-5%[2.3 µM],-14%,3%
CCC(=O)Nc1nnc(Cc2ccccc2)s1,2%,9%,5%,-4%,0%,-3.4%,0%,-8%,-5%,-17%,1%
Cc1ccc(C)c(CSc2nnc(CCN)o2)c1,-22%,-5%,-14%,-2%,4%,0.6%[57.5 µM],1%,2%,-4%,3%,-4%
O=C(CC(SCCO)c1ccc2c(c1)OCO2)c1ccco1 (centres undefined),3%,-7%,-11%,-5%,0%,0.2%[57.5 µM],-20%,2%,-2%,12%,-6%

# Brought forward from above: two entries, followed by the next part.
SMILES,Tau fil binding,CRE-bla Fsk,ALOX15 inhib,Pol III holo inh,GFP derepression,HBB splice mod,FLuc inh,HADH2 inhib,Hsp90 Hop PPI,ERK AVP block,Ub-GFP proteasome
Cc1ccc(C)c(CSc2nnc(CCN)o2)c1,-22%,-5%,-14%,-2%,4%,0.6%[57.5 µM],1%,2%,-4%,3%,-4%
O=C(CC(SCCO)c1ccc2c(c1)OCO2)c1ccco1 (centres undefined),3%,-7%,-11%,-5%,0%,0.2%[57.5 µM],-20%,2%,-2%,12%,-6%
CCn1c(COc2ccccc2C)nnc1SCC(=O)Nc1ccc2c(c1)OCCO2,60%,2%,1%,-3%,-2%,-0.2%[57.5 µM],2%,14%,-3%,-13%,-4%
CC1CCCCN1C(=O)c1cc(F)c(F)cc1Cl (centres undefined),-2%,-3%,-3%,-6%,-3%,-1.0%,1%,2%,0%,-7%,-2%
CCCc1cc(=O)[nH]c(SCC(=O)N(C)Cc2ccccc2)n1,1%,?,9%,1%,0%,-3.7%,1%,?,0%,10%,3%
Cn1c(=O)c2ncn(CC(=O)NCCOc3ccccc3)c2n(C)c1=O,-4%,-5%,2%,-8%,0%,0.8%,-1%,6%,-10%,4%,-7%
COC(=O)c1ccc(NC(=O)CSc2nnc(-c3ccncc3)n2N)cc1,-11%,?,11%,-1%,-2%,2.8%[1.84 µM],1%,3%,1%,1%,-11%
CCOC(=O)CNC(=O)c1cn(C)c(=O)c2cc(OC)c(OC)cc12,5%,?,4%,-2%,-1%,-2.3%,2%,1%,-3%,-12%,11%
COc1ccc2c(c1)OC(O)(C(F)(F)C(F)F)CC2=O (centres undefined),0%,-10%,3%,0%,-4%,-1.8%[9.22 µM],0%,-8%,0%,11%,-17%
O=C(NCC(=O)N(c1ccc2c(c1)OCCO2)C(C(=O)NC1CCCC1)c1ccco1)c1ccco1 (centres undefined),2%,-12%,-1%,-2%,0%,0.9%,1%,3%,-3%,-17%,1%
CCOc1ccccc1NC(=O)CCCc1nc2ccccc2c(=O)[nH]1,-4%,11%,6%,-5%,-1%,2.0%,-1%,-2%,-2%,-9%,2%
CCSc1nnc(-c2ccccc2NC(C)=O)c(=O)[nH]1,-1%,-5%,3%,-3%,3%,-0.5%,1%,-3%,-4%,23%,8%
O=P(O)(O)O[C@@H]1O[C@H](CO)[C@@H](O)[C@H](O)[C@@H]1O,7%[11.4 µM],-9%[7.6 µM],5%[11.4 µM],-11%[11.4 µM],2%[9.22 µM],4.8%[9.22 µM],0%[11.4 µM],8%[11.4 µM],0%[11 µM],-1%[11.5 µM],11%[9.17 µM]
CCOC(=O)CN1C(=O)C(O)(CC(=O)c2cccc(OC)c2)c2ccccc21 (centres undefined),8%,-19%,4%,-4%,-3%,1.3%,2%,5%,-2%,-6%,10%
O=c1c2ccccc2c(/C=N/c2ncn[nH]2)c(O)n1Cc1ccccc1,59%,26%,33%[activator],-5%,5%,-0.6%[57.5 µM],-2%,20%,-15%,2%,-5%
CC1=C(C(=O)NCc2ccco2)C2(CCC(C)CC2)OC1=O (centres undefined),-11%,0%,-4%,-7%,-3%,-0.9%,1%,3%,-2%,-6%,20%
CC(C)(C)NC(=O)Cn1cc(C#N)c2cc(Br)ccc21,8%,?,9%,-7%,3%,-0.7%,2%,2%,-4%,-10%,3%
O=C(C1CCC1)N1CCC(c2nc3c(nnn3Cc3c(F)cccc3Cl)c(=O)[nH]2)CC1,19%,?,-5%,-2%,4%,-0.7%[57.5 µM],1%,-2%,-3%,3%,1%
COC(=O)c1ccc(C)c(NS(=O)(=O)c2ccc3c(c2)OCCO3)c1,0%[11.4 µM],?,-12%[11.4 µM],-3%[11.4 µM],-2%,-2.2%[0.0738 µM],-7%,12%[11.4 µM],-3%[11 µM],?,?
COCCN1Cc2cccc(C(=O)Nc3ccc(S(=O)(=O)N4CCCCCC4)cc3)c2C1=O,1%,4%,8%,-4%,6%,0.4%,1%,20%,2%,14%,-16%
COc1ccccc1N1CCN(CCCCNC(=O)c2ccc(-c3ccc(C(C)=O)cc3)cc2)CC1,?,?,-1%[25.6 µM],12%,-1%,·,?,-10%,3%,-3%,1%
Cc1nc2cnc(N3CCN(C)CC3)nc2n(CCC#N)c1=O,2%,15%,12%,-6%,-3%[9.22 µM],-0.8%,1%[11.4 µM],47%[activator],1%,-1%,-6%
COc1cc2cc(CN(Cc3nnnn3C3CCCC3)C3CCCC3)c(=O)[nH]c2cc1OC,303%,?,-28%,-8%,-4%,-2.4%,0%,-2%,-7%,?,3%
CC(C)c1nc(SCc2c(F)cccc2Cl)c2c(=O)n(C)c(=O)n(C)c2n1,49%,-1%,-7%,5%,·,0.7%,3%,6%,17%,·,-1%
Cc1cc2c(c(=O)n1C)C(Cc1ccccc1)C(C#N)=C(N)O2 (centres undefined),10%,13µM*,-29%,-2%,2%,8.4%[0.369 µM],-1%,?,-5%,-18%,-4%
Cc1occc1C(=O)Nc1cccc(Cn2cccn2)c1,-16%,-3%,?,-4%,3%,5.2%,-11%,?,-9%,-18%,12%
COc1ccccc1C(=O)Nc1cccc(N(C)S(C)(=O)=O)c1,-5%,10%,-6%,0%,2%,1.1%,-22%,9%,-2%,?,3%

# Some of the compounds tested; the hit share may differ from the screen's.
